# UTI89 phage lysis = inhibition of K1F phage lysis, E. coli UTI89, bacterial capsule biogenesis inhibitors, alamar blue (AID 488966); 0.02% of 340,000 active; inhibition, % at 100 µM; hits with a dose series show IC50 in µM; E. coli UTI89 K1F phage lysis, alamar blue, 2 h; higher % means a stronger effect;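 active = phage lysis inhibition, versus mean bacterial control, above a set limit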;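 also: capsule biogenesis inhibitors block K1F phage lysis so surviving cells raise fluorescence; higher fluorescence means more inhibition of phage lysis; actives were called in the ten point dose series up to 300 µM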
# * hit, by the source's call; [ ] = dose if it differs, or a comment. Not all compounds are listed; rates above refer to the full screens.
# The opening four records, to show the layout:
SMILES,UTI89 phage lysis
COC(=O)c1cc2c([nH]c1=O)CCCC2=O,0.3%
Cc1cnc(C(=O)OCC(=O)Nc2c(Cl)cc(Cl)cc2Cl)cn1,0.8%[50 µM]
Cc1cnc(C(=O)OCC(=O)N(CC(C)C)C2CCS(=O)(=O)C2)cn1 (stereo not given),-0.2%[50 µM]
COc1ccc([C@@H]2CC=C(C(=O)O)[C@H](c3cccc(Cl)c3)N2S(=O)(=O)c2ccccc2C)cc1,-1.9%

# This part in full, from the first entry:
SMILES,UTI89 phage lysis
COC(=O)c1cc2c([nH]c1=O)CCCC2=O,0.3%
Cc1cnc(C(=O)OCC(=O)Nc2c(Cl)cc(Cl)cc2Cl)cn1,0.8%[50 µM]
Cc1cnc(C(=O)OCC(=O)N(CC(C)C)C2CCS(=O)(=O)C2)cn1 (stereo not given),-0.2%[50 µM]
COc1ccc([C@@H]2CC=C(C(=O)O)[C@H](c3cccc(Cl)c3)N2S(=O)(=O)c2ccccc2C)cc1,-1.9%
Cc1cccc(C)c1NC(=O)CNC(=O)c1ccc2nc[nH]c2c1,1.4%[50 µM]
COc1ccc([C@@H](OC)[C@@]2(Cc3ccc(O)cc3)N=C(N)N(C)C2=O)cc1,2.1%
CC(Oc1cccc([N+](=O)[O-])c1)C(=O)NCCC1=CCCCC1 (stereo not given),0.6%[50 µM]
CCOc1ccccc1C=NNC(=O)C1CC1,-0.4%
CC1CCC(NS(=O)(=O)c2ccc(Cl)s2)CC1 (stereo not given),-0.4%[50 µM]
O=C(NCCC(=O)N(Cc1ccco1)Cc1cccs1)c1ccccc1Cl,0.1%[50 µM]
CCOC(=O)c1nn(-c2ccccc2)c(=O)cc1OCC(=O)Nc1cc(C)ccc1OC,1.3%[50 µM]
Cc1c(C(=O)OCC(=O)NCc2ccco2)oc2ccccc12,0.9%[50 µM]
CC(C(=O)OCC(=O)N1CCCCC1)N1C(=O)c2ccccc2C1=O (stereo not given),0.1%[50 µM]
O=C(Nc1cc(Cl)ccc1Oc1ccccc1)C1=COCCO1,-0.3%[50 µM]
CCC(=O)OC1(C(=O)CCl)[C@@H](C)C[C@H]2[C@@H]3CCC4=CC(=O)C=C[C@]4(C)[C@@]3(F)[C@@H](O)C[C@@]21C (stereo not given in full),5.5%
Cc1ccc(S(=O)(=O)CCC(=O)OCc2nc(N)nc(Nc3ccccc3C)n2)cc1,0.7%[50 µM]
CSc1ncccc1C(=O)OCC(=O)NCc1cccs1,-3.3%
CCN(C(=O)COC(=O)Cc1c[nH]c2ccccc12)c1c(N)n(Cc2ccccc2)c(=O)[nH]c1=O,1.6%[50 µM]
COc1ccc(N2C(=S)N(C(=O)c3ccccc3)C(=Nc3ccccc3)C2=Nc2ccccc2)cc1,0.1%
COc1ccc(NC(=O)c2ccc(Cl)nc2)cc1S(=O)(=O)N1CCOCC1,0.3%[50 µM]
CCCCn1c(N)c(N(CC(C)C)C(=O)CSc2nnc(C)n2-c2ccc(OC)cc2)c(=O)[nH]c1=O,1.8%[50 µM]
CC(C)NC(=O)Nc1ccc2c(c1)C(=O)N([C@H](C)CO)C[C@H](C)[C@@H](CN(C)C(=O)NC1CCCCC1)O2,-0.4%
O=C(O)C1CCC(C(=O)O)O1 (stereo not given),-1.6%
NS(=O)(=O)c1ccc(CCNC(=O)C2CC(=O)N(Cc3ccccc3Cl)C2)cc1 (stereo not given),0.9%[50 µM]
CC12CCC(=O)N1C(C(=O)Nc1nc3ccc(F)cc3s1)CS2 (stereo not given),0.8%[50 µM]
CC(Sc1nc2ncc(Cl)cc2[nH]1)C(=O)c1c(N)n(C)c(=O)n(C)c1=O (stereo not given),1.2%[50 µM]
Cc1ccc(NC(=O)CN(C)C(=O)COC(=O)c2nccnc2N)cc1,0.6%[50 µM]
CN1C[C@@H]2[C@@H]3C(=O)N(Cc4ccccc4)C(=O)[C@@H]3[C@](Cc3ccccc3)(C1=O)N2C(=O)c1ccccc1,0.1%
COc1cc(/C=C/CNC[C@H]2O[C@@H](n3cnc(C(N)=O)n3)[C@H](O)[C@@H]2O)ccc1O,0.1%
O=C(CN1CCN(CN2C(=O)NC3(CCCCCC3)C2=O)CC1)Nc1ccc(F)cc1,0.2%[50 µM]

# 6 entries from above, sorted by number of heavy atoms, lowest first:
SMILES,UTI89 phage lysis
CSc1ncccc1C(=O)OCC(=O)NCc1cccs1,-3.3%
CC12CCC(=O)N1C(C(=O)Nc1nc3ccc(F)cc3s1)CS2 (stereo not given),0.8%[50 µM]
O=C(CN1CCN(CN2C(=O)NC3(CCCCCC3)C2=O)CC1)Nc1ccc(F)cc1,0.2%[50 µM]
CCN(C(=O)COC(=O)Cc1c[nH]c2ccccc12)c1c(N)n(Cc2ccccc2)c(=O)[nH]c1=O,1.6%[50 µM]
CCCCn1c(N)c(N(CC(C)C)C(=O)CSc2nnc(C)n2-c2ccc(OC)cc2)c(=O)[nH]c1=O,1.8%[50 µM]
CC(C)NC(=O)Nc1ccc2c(c1)C(=O)N([C@H](C)CO)C[C@H](C)[C@@H](CN(C)C(=O)NC1CCCCC1)O2,-0.4%

# (more compounds)
SMILES,UTI89 phage lysis
CC(C)(C)c1ccc(C(=O)NCC(=O)OCC(=O)N2CCN(S(=O)(=O)c3ccc(Cl)cc3)CC2)cc1,0.5%[50 µM]
CSCCC(NS(=O)(=O)c1cccc(C(F)(F)F)c1)C(=O)Nc1ccccc1N1CCCC1 (stereo not given),-0.5%[50 µM]
CN1C(=O)N(CC(=O)N2CCN(c3ccccc3F)CC2)C(=O)C12CCCCC2,0.9%[50 µM]
CCN(CC)c1ccc(S(=O)(=O)N2CCOCC2)cc1NC(=O)C1CC1,0.1%[50 µM]
Cc1c(C(=O)N2CCCC(C(F)(F)F)C2)oc2ccccc12 (stereo not given),0.1%[50 µM]
O=C1c2ccccc2[C@@H]2C[C@H]3O[C@H]3CCN12,0.6%
Cc1cccc(CNc2ncnc3ccc(-c4ccc5c(c4)OCCO5)cc23)c1,-0.2%
Fc1ccc(NC(=S)NN=Cc2ccccc2Cl)cc1,-1.6%
O=C(COc1coc(CN2CCN(c3ccccc3F)CC2)cc1=O)Nc1ccccc1,0.8%[50 µM]
Cc1c(NC(=O)c2cc(Br)ccc2Cl)cccc1-n1cnnn1,0.3%[50 µM]
COc1cc(F)cc(-c2ccc3c(c2)c(C#Cc2ccsc2)c(-c2cc(OC)cc(OC)c2)n3C)c1,0.7%
NS(=O)(=O)c1ccc(NC(=O)COC(=O)CSCc2ccc(F)cc2)cc1,0.3%[50 µM]
COc1ccc(CC(=O)Nc2cccc(S(=O)(=O)N3CCCC3)c2)cc1OC,0.2%[50 µM]
COc1ccccc1C(=O)COC(=O)c1ccc(-n2cnnn2)cc1,1.0%[50 µM]
COc1ccc(C(=O)OCC(=O)NCC2CCCCC2)c(OC)c1,0.9%[50 µM]
CCC1CCCCN1C(=O)COC(=O)c1ccc(Br)o1 (stereo not given),1.2%[50 µM]
COc1cccc(/C=C/C(=O)OCC(=O)N(C)CC(=O)Nc2ccccc2Cl)c1OC,0.2%[50 µM]
C=C[C@@H](C)N(Cc1ccc(OC)cc1)S(=O)(=O)N(Cc1ccccc1)[C@H](C=C)C(C)C,0.5%
CC1(C)C(=O)N(c2ccccc2)C(=O)c2ccccc21,-1.4%
CCCc1cc(=O)[nH]c(SCC(=O)Nc2cc(S(=O)(=O)N3CCOCC3)ccc2Cl)n1,2.0%
CC(C)c1ccc(CCNC(=O)CCNS(=O)(=O)c2ccc(Br)cc2)cc1,-0.2%[50 µM]
CC[C@@H]1CCCCc2ccccc2[C@@H](C(=O)C[C@@H](O)CC(C)=O)OC1=O,0.2%
Cc1ccc(CC(=O)N(C)CC(=O)N(CC(C)C)c2c(N)n(CC(C)C)c(=O)[nH]c2=O)cc1C,0.8%[50 µM]
Cc1cc(=O)oc2cc(NC(=O)C(C)Oc3ccccc3)ccc12 (stereo not given),0.6%[50 µM]
CCN(CC(=O)Nc1ccc2c(c1)OCCO2)CC(=O)Nc1ccccc1C(F)(F)F,0.1%[50 µM]
Cc1ccc(S(=O)(=O)CCC(=O)OCC(=O)NC(C)c2ccc(F)cc2)cc1 (stereo not given),1.0%[50 µM]
CC(NC(=O)C1CSC2(C)CCC(=O)N12)c1ccccc1Cl (stereo not given),1.5%[50 µM]
CCOC(=O)CN1C(=O)N[C@@H](c2ccco2)C(C(C)=O)=C1C,0.8%
Cc1cnc(C(=O)OCC(=O)Nc2ccc3c(c2)OCCO3)cn1,0.1%[50 µM]
Cc1ccc(S(=O)(=O)N2CCN(C(=O)CCOc3ccccc3C)CC2)cc1C,0.0%[50 µM]
CCOc1ccccc1N1CC(C(=O)N2CCN(Cc3ccc(C#N)cc3)CC2)CC1=O (stereo not given),0.2%[50 µM]
O=C(Cn1ncc(Cl)c(Cl)c1=O)NC1CCCCC1,0.4%[50 µM]
O=C(Nc1ccccc1N1CCCCC1)C1CCN(S(=O)(=O)c2cccc(C(F)(F)F)c2)CC1,0.9%[50 µM]
O=C1CN(C(=O)COC(=O)c2ccc(C(F)(F)F)cc2)c2ccccc2N1,0.3%[50 µM]
Nc1ccc(C2(c3ccc(N)cc3)c3ccccc3C(=O)c3ccccc32)cc1,-0.6%
C=CCNc1nc(C(=O)OCC(=O)c2ccc(Cl)cc2)cs1,1.0%[50 µM]
CN(Cc1ccccc1)C(=O)COC(=O)c1cc2ccccc2oc1=O,0.7%[50 µM]
CCOc1ccc(Nc2cc(C)nc3ccc(C)cc23)cc1,1.5%
Cc1c(C(=O)NCC(c2ccco2)N2CCCC2)sc2ccccc12 (stereo not given),1.4%
Cc1cnc(NC(=O)c2cccc(S(=O)(=O)N3CCOCC3)c2)s1,0.7%[50 µM]
CC(C)=CCCC(C)N(C=O)C(C)CCC=C(C)C (stereo not given),-0.3%
C=CCn1c(SCC(=O)Nc2c(C)n(C)n(-c3ccccc3)c2=O)nnc1-c1cccnc1,-1.3%
O=C(COC(=O)C1CC1)Nc1ncc(Cl)cc1Cl,1.0%[50 µM]
Cc1c(N2C(=O)/C(=C/c3ccc(N(C)C)cc3)N(C)C2=S)c(=O)n(-c2ccccc2)n1C,-1.0%
CCc1cccc(CC)c1-n1c(SCC(=O)N2CCc3ccccc32)nc(O)cc1=O,1.9%
COc1cccc(NC(=O)CN(C)C(=O)CN2C(=O)c3ccc([N+](=O)[O-])cc3C2=O)c1,0.9%[50 µM]
CCCNC(=O)C(Cc1ccccc1)NC(=O)c1ccc(C(F)(F)F)cc1 (stereo not given),0.4%
C[C@@H](NC(=O)c1nc[nH]c1C(=O)N(C)Cc1ccccc1)c1ccccc1,-0.4%
CN(Cc1cccc(F)c1)C(=O)c1ccc(S(=O)(=O)N2CCOCC2)cc1,0.7%[50 µM]
CC1CC(C)(C)CC2(C1)NC(=O)N(CC(=O)Nc1cc([N+](=O)[O-])ccc1F)C2=O (stereo not given),0.1%[50 µM]
Cc1cc(C)c(NC(=O)CN(C)C(=O)CCC(=O)c2ccc(C)s2)c(C)c1,-0.1%[50 µM]
CCOc1cc(N2CCOCC2)c(OCC)cc1NC(=O)C(NC(=O)c1c(F)cccc1F)C(C)C (stereo not given),0.7%[50 µM]
Nc1ncnc2c1ncn2[C@@H]1O[C@H](CNC(=O)[C@@H]2CCCN2S(=O)(=O)c2ccc(F)cc2)[C@@H](O)[C@H]1O,0.1%
COc1ccc(CCNC(=O)COc2cccc(-n3cnnn3)c2)cc1,1.0%[50 µM]
CCOC(=O)/C(=N/Nc1ccc(Br)cc1)N1CC(C)OC(C)C1 (stereo not given),-1.4%
CCCc1cc(=O)oc2c(C)c(OS(C)(=O)=O)ccc12,3.4%
Cc1occc1-c1nnc(SCC(=O)NC2CCCCC2)o1,-0.4%
COc1ccc(NC(=O)CN2C(=O)NC(C)(C3CCCCC3)C2=O)c(OC)c1 (stereo not given),0.2%[50 µM]
O=C(NCCc1ccccc1O)c1cc2c(cc1[N+](=O)[O-])OCO2,-1.2%
O=C(CN1C(=O)NC2(CCc3ccccc32)C1=O)c1ccc(Br)cc1 (stereo not given),-2.5%
# (next part)
SMILES,UTI89 phage lysis
COc1ccccc1-n1cc2ccc([N+](=O)[O-])cc2n1,1.0%
CC(C)CN(C(=O)COC(=O)c1cccnc1Cl)c1c(N)n(Cc2ccccc2)c(=O)[nH]c1=O,-0.2%
Cc1csc(=O)n1CCC(=O)OCc1nnc(-c2ccccc2)o1,0.7%[50 µM]
O=c1[nH]c(=O)n([C@H]2C[C@H](O)[C@@H](CO)O2)cc1I,1.1%
COc1cc([C@@H]2CC=C(C(=O)O)[C@H](c3ccccc3)N2S(=O)(=O)c2ccc(C)cc2)cc(OC)c1OC,0.9%
O=C1C=CC2(C=C1)O[C@H](Cc1ccccc1)[C@@H](Cc1ccccc1)O2,-1.2%
COc1ccc(Cc2nnc(SCC(=O)c3ccc4c(c3)OCO4)o2)cc1,0.4%[50 µM]
CCOc1ccc(NC(=O)CN(C)C(=O)CC(NC(=O)c2ccccc2)c2ccccc2)cc1OCC (stereo not given),0.7%[50 µM]
CC1CC(NC(=O)c2c(O)nc3ccccn3c2=O)CC(C)(C)C1 (stereo not given),-0.7%
O=C(NC1CCCC1)c1cc2c(=O)n3ccccc3nc2s1,0.6%[50 µM]
CN(Cc1cccc(F)c1)C(=O)CN1CCN(S(=O)(=O)c2ccc3c(c2)OCCCO3)CC1,-0.1%[50 µM]
CC(Oc1ccc(Br)cc1)C(=O)NCC(c1ccco1)N1CCCCC1 (stereo not given),-0.7%
O=C1N[C@@H](c2ccccc2)COC(=O)[C@@H](Cc2ccc(F)cc2)CC/C=C/C[C@@H]1CC(=O)N(CCO)Cc1ccccc1,0.3%
O=C(O)C1CCN(S(=O)(=O)c2ccc(Cl)s2)CC1,0.8%
Cc1nc2ccc(NC(=O)CS(=O)(=O)c3ccccc3)cc2s1,2.1%[50 µM]
CCN(CC(=O)NCc1ccc(Cl)cc1)C(=O)c1cccc(S(=O)(=O)Nc2ccc(OC)cc2)c1,0.7%[50 µM]
O=C(O)C1Nc2ccc(C(F)(F)F)cc2C2OCCC12 (stereo not given),-0.2%

# Screens deposited in PubChem by Southern Research Specialized Biocontainment Screening Center.
